VEEV TC-83 Vero = inhibitors of VEEV TC-83 cytopathic effect, confirmation, Vero cells (AID 588727); one-dose inhibition, % at 20 µM; IC50 in µM for titrated hits; Vero cells, VEEV TC-83 cytopathic effect inhibition; higher % means a stronger effect; 0.13% of 350,000 active; in the data active = a potency from the dose series; inconclusive = inhibition mostly from about 14% at the one dose, without a potency; inactive = the rest, 99 in 100 with inhibition below about 12%; also: strong numbers were not always called active
H37Rv inhibition = M. tuberculosis growth inhibition, HTS (AID 449762). M. tuberculosis H37Rv growth inhibition, 7H9 media; higher % means a stronger effect. one-dose inhibition, % at 25 µM; IC50 in µM for titrated hits. 0.59% of 330,000 active; in the data active = a potency from the dose series; inconclusive = inhibition above about 70% without an active follow-up result;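 also: bacterial growth assessed after seven days of incubation; strong numbers were not always called active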
Salmonella PhoP GFP = PhoP regulon inhibitors, Salmonella typhi PhoP promoter GFP reporter, confirmatory (AID 1850); Salmonella Typhi PhoP-promoter GFP reporter, fluorescence, 4 h; higher % means a stronger effect; inhibition, % at 50 µM, or IC50 in µM where a hit was titrated; 0.33% of 310,000 active; in the data active = a potency from the dose series; inconclusive = inhibition mostly from about 25% at the one dose, without a potency; inactive = the rest, 99 in 100 with inhibition below about 19%;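 also: 0% = induced wells with vehicle and 100% = uninduced wells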
influenza NS1A = NS1A inhibition, H1N1 influenza, cell based functional assay (AID 504329); NS1A functional cell-based assay, percent inhibition; higher % means a stronger effect; 0.3% of 340,000 active; inhibition, % at 12.5 µM; hits with a dose series show IC50 in µM; in the data active = a potency from the dose series; inconclusive = inhibition above about 27% without an active follow-up result; also: strong numbers were not always called active
M. tuberculosis = growth inhibition of non-replicating M. tuberculosis (AID 488890); Mycobacterium tuberculosis non-replicating, growth inhibition; higher % means a stronger effect; inhibition, % at 25 µM; hits with a dose series show IC50 in µM; 0.39% of 320,000 active; in the data active = a potency from the dose series; inconclusive = inhibition mostly from about 82% at the one dose, without a potency; inactive = the rest, 99 in 100 with inhibition below about 76%;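 also: plate controls were DMSO cells for no effect and high antibiotic wells for full effect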
VEEV TC-83 Vero 10K pilot screen = second read-out of VEEV TC-83 Vero, no call of its own (marks repeat the call); inhibition, %; measured here: 10K pilot screen inhibition
* marks the source's active call; other numbers are inactive results; i = inactive; ? = inconclusive; · = not tested or not shown.

SMILES	VEEV TC-83 Vero	H37Rv inhibition	Salmonella PhoP GFP	influenza NS1A	M. tuberculosis	others
CC(C)(C)OC(=O)NCc1ccc(CNC(=O)c2nc[nH]c2C(=O)N2CCN(C(=O)OC(C)(C)C)CC2)cc1	7.8%	3.6%	·	1.2%	76.5%
CCOC(=O)C(C)N1C(=O)S/C(=C/c2cc(C)n(-c3ccncc3)c2C)C1=O (stereo not given)	5.0%	?	-4.4%	1.7%	35.0%
Cc1ccccc1OCC(=O)OC(C)CN1CCN(C)CC1 (stereo not given)	6.8%	-3.7%	-1.2%	-0.9%	-23.7%
[O-]/C(=C(\C(=S)Nc1cccc2ccccc12)[n+]1ccccc1)c1ccc2c(c1)OCCO2	1.3%	2.2%	-2.3%	9.0%	40.7%
O=C(Nc1ccc(N2CCOCC2)cc1)c1cccc(S(=O)(=O)N2CCC(Cc3ccccc3)CC2)c1	1.8%	-4.0%	-3.7%	0.5%	7.1%
CCN(Cc1ccccc1)C(=O)Cn1cc(S(=O)(=O)NC)c(S(=O)(=O)NC)c1	0.6%	2.9%	-5.8%	-0.8%	-9.5%
O=C(COC(=O)CCS(=O)(=O)c1ccccc1)NC(=O)c1ccc(OC(F)F)cc1	0.3%	6.5%	-2.2%	-12.7%	36.2%
CN(C)CCNC(=O)C(=O)Nc1cc2c3c(c1)CCC(=O)N3CCC2	i	-1.6%	-10.3%	6.0%	-3.8%
Clc1ccc2nc(N3CCCCC3)sc2c1	i	4.0%	-4.7%	0.8%	8.6%
O=C(Nc1nnc(C2=COCCO2)o1)c1ccc(F)cc1	1.7%	?	2.0%	-10.7%	i
N#CC1(NC(=O)COc2ccc(S(=O)(=O)N3CCCC3)cc2[N+](=O)[O-])CCCCC1	4.9%	1.2%	-0.5%	-6.3%	23.2%
O=C(Nc1ccccc1C(=O)N/N=C/c1ccco1)c1ccccc1Cl	4.3%	7.9%	-3.6%	5.5%	60.5%	VEEV TC-83 Vero 10K pilot screen=0.7
O=C(c1ccccc1)N1CCN(C(=O)c2ccccc2Br)CC1	5.9%	-6.7%	2.2%	11.5%	-4.3%
S=c1[nH]cnc2scc(-c3ccccc3)c12	i	?	2.4%	2.2%	?
COc1ccccc1OCCCC(=O)Nc1nccs1	0.8%	1.8%	1.5%	-6.8%	1.7%
O=C(N/C(=C\c1ccc([N+](=O)[O-])cc1)C(=O)N1CCCCC1)c1ccc(Br)o1	7.5%	3.5%	0.2%	-4.6%	4.5%
O=C(NCC1CCCO1)c1ccc[nH]1 (stereo not given)	1.1%	1.9%	-0.3%	-8.7%	-7.6%
Cc1ccc(S(=O)(=O)c2cc(C#N)c(=O)[nH]c2N)cc1	0.5%	-1.2%	6.3%	-1.2%	-1.8%	VEEV TC-83 Vero 10K pilot screen=1.1
Cc1ccc(S(=O)(=O)N=Nc2c(O)[nH]c3ccccc23)cc1	1.8%	-6.8%	-6.4%	-2.0%	-1.4%
O=C(Nc1ccc(Cl)cn1)c1ccccc1F	10.9%	-5.3%	2.4%	8.5%	50.6%
c1ccc2c(c1)CCCN2c1nc(N2CCOCC2)nc(N2CCOCC2)n1	2.4%	23.9%	-2.2%	4.0%	9.0%
Cc1ccnc(Nc2nc(-c3ccc(Cl)cc3)cs2)c1	1.2%	20.7%	5.7%	-4.0%	21.1%
O=C(CCl)N1CCN(S(=O)(=O)c2ccc3c(c2)CCC3)CC1	?	?	·	-10.0%	?
CCOc1ccc2nc(NC(=O)C3CSC4(C)CCC(=O)N34)sc2c1 (stereo not given)	7.4%	-9.4%	·	3.5%	29.6%
CC(=O)N1CCc2cc(S(=O)(=O)NC3CCCc4ccccc43)ccc21 (stereo not given)	1.3%	-11.8%	0.1%	-13.1%	-8.3%	VEEV TC-83 Vero 10K pilot screen=0.0
CCOC(=O)CN1C(=O)/C(=C/c2c(F)cccc2Cl)Oc2ccccc21	3.6%	69.8%	-4.3%	16.9%	53.5%
COc1ccc(/C=C/C(=O)OCC(=O)N2CCCC2)c(OC)c1	2.4%	-5.4%	·	-7.0%	-8.5%
Cc1ccc(CN2C(=O)CSC2c2ccccc2F)cc1 (stereo not given)	2.8%	7.8%	-3.4%	2.2%	10.3%
COc1cc(-c2nc3ccc(N4CCN(C)CC4)cc3[nH]2)cc(OC)c1OC	3.3%	-8.4%	1.1%	0.4%	15.6%
CC(=O)Nc1ccc(/C=N/NC(=O)c2cc(-c3ccco3)nc3ccccc23)cc1	2.8%	-2.2%	5.3%	-4.3%	-4.9%
CCOc1ncccc1C(=O)Nc1ccc(-c2ccc3nnc(C)n3n2)cc1	i	2.6%	1.3%	16.8%	30.9%
O=C(O)/C=C/c1ccc(S(=O)(=O)N(CCO)CCO)cc1	1.9%	-0.1%	-2.6%	2.6%	-19.9%
CC(Oc1ccc(C(C)(C)C)cc1)C(=O)NC1CC(C)(C)NC(C)(C)C1 (stereo not given)	0.4%	-8.4%	-4.2%	4.7%	21.8%
CCN(CC)CCCNC(=S)N1CCn2c(nc3ccccc32)C1	0.4%	7.2%	-6.2%	-2.2%	-6.3%
O=C(NCc1ccccc1F)c1ccc2ccccc2n1	i	2.9%	3.4%	3.8%	34.0%
Cc1ccc(-c2cc(-c3cccs3)[nH]n2)c(O)c1	5.0%	-3.5%	-5.9%	-3.6%	-7.1%
COc1ccc(NS(=O)(=O)c2cc(OC)ccc2NC(=O)c2cc(C)oc2C)cc1	7.5%	5.3%	4.6%	2.1%	19.0%
Cc1cccc(NC(=O)N2CCCC2C(=O)NCc2cccs2)c1 (stereo not given)	0.2%	5.3%	-14.5%	3.1%	-12.7%	VEEV TC-83 Vero 10K pilot screen=1.1
COc1ccccc1-c1c(C(F)(F)F)oc2cc(OCC(=O)Nc3ccccc3C(F)(F)F)ccc2c1=O	1.8%	-2.2%	-7.5%	-0.3%	-6.1%
NS(=O)(=O)c1cccc(NC(=O)c2cccc(N3C(=O)c4ccccc4C3=O)c2)c1	0.5%	-7.4%	·	-8.6%	-2.3%
CCOC(=O)/C(C#N)=C1/SC(CCO)C(=O)N1c1ccccc1 (stereo not given)	1.0%	-4.5%	3.1%	-3.7%	-3.1%
COc1ccc2c(ccc[n+]2CC(=O)c2ccccc2)c1	0.5%	-1.2%	14.0%	0.7%	-1.8%
c1ccc(C2[C@H]3CN(Cc4cccnc4)[C@H](c4ccccc4)C34CC2(c2ccccc2)C4)cc1 (stereo not given in full)	2.4%	12.8%	3.5%	4.6%	40.3%
Cc1ccc(Oc2ccccc2/C=C2\SC(=O)N(C)C2=O)cc1	i	16.1%	1.8%	-5.1%	15.1%	VEEV TC-83 Vero 10K pilot screen=2.9
CCCCC1=CC2=CC(=O)C(C)(OC(=O)c3cccs3)C(=O)C2=CO1 (stereo not given)	2.1%	-1.2%	0.6%	-1.8%	6.2%
O=C(CSc1nnnn1-c1ccccc1)NC(=O)Nc1ccc2c(c1)OCCO2	4.3%	-11.5%	-3.7%	4.2%	-1.8%
CCOc1ccc(NC(=O)CC2C(=O)N(c3cccc(OC)c3)C(=O)N2C(C)C)cc1 (stereo not given)	1.0%	-3.5%	-1.7%	-4.2%	4.7%
CCn1cc(Br)c(C(=O)Nc2cccc(Cl)c2)n1	2.1%	-10.3%	-5.2%	4.0%	28.2%
COc1ccc(NC(=O)CSc2cccc3cccnc23)c(OC)c1	7.0%	-0.8%	-4.4%	-7.0%	31.3%
CCOC(=O)N1CCN(C(=O)Cn2c(=O)sc3ccccc32)CC1	5.5%	-1.6%	7.9%	1.7%	-5.4%
CC(/C=C/c1ccc(N(C)C)cc1)=N\N=C1\NC(=O)CC(C(=O)Nc2ccccc2)S1 (stereo not given)	10.6%	?	-2.8%	7.0%	43.3%
CSCCC(Nc1ccc(S(=O)(=O)N2CCOCC2)cc1[N+](=O)[O-])C(=O)OCC(=O)N(C(C)C)C(C)C (stereo not given)	1.7%	2.0%	-15.0%	-0.6%	-2.9%
Cc1nc(N)nc(N(C)c2ccccc2)c1Br	2.2%	·	·	-24.6%	·
C=CCN1C2CCCC1CC(NC(=S)Nc1cccc(OC)c1)C2 (stereo not given)	i	5.8%	11.7%	-3.2%	21.6%
C=CCOc1ccc(/C=C/C(=O)OCC(=O)N(C)CC(=O)Nc2ccc(F)cc2)cc1	2.6%	1.2%	-7.1%	-2.5%	-3.0%
O=C(O)c1ccc(NS(=O)(=O)c2cc(Cl)sc2Cl)cc1	0.9%	7.0%	-8.3%	5.0%	-1.1%
Cc1[nH]c2ccccc2c1C(=O)CSc1nncn1C	1.6%	4.6%	-2.2%	-71.2%	-4.8%
COc1ccc(C(=O)CSc2nnc(CNC(=O)c3ccccc3F)n2C)cc1OC	2.4%	-2.4%	0.5%	-2.3%	-14.4%
O=C(O)c1ccc(/C=N/O)cc1	0.1%	-14.6%	16.9%	-8.7%	-8.2%
O=C(Nc1ccccc1N1CCOCC1)c1ccc(Br)o1	0.6%	2.3%	-1.7%	-21.2%	3.1%

Additional compounds.
SMILES	VEEV TC-83 Vero	H37Rv inhibition	Salmonella PhoP GFP	influenza NS1A	M. tuberculosis	others
C(=N\NCc1ccccc1)/c1ccc2nccnc2c1	7.0%	2.4%	0.5%	·	-0.2%
COc1cc(NC(=O)COC(=O)C=C(C)C)c(C)cc1[N+](=O)[O-]	1.9%	4.9%	2.4%	3.6%	1.3%
CCCCC(C(=O)O)C(C)CC(=O)Nc1cccc(C(=O)O)c1 (stereo not given)	1.2%	6.6%	0.4%	-1.0%	1.7%	VEEV TC-83 Vero 10K pilot screen=1.5
CC(=O)N1CCOCCOCCN(C(C)=O)CCOCC1	0.1%	-9.1%	-6.3%	-2.6%	-0.7%
Cc1cc(C(=O)NC(C)C2CCCO2)c(C)o1 (stereo not given)	0.0%	-1.4%	-4.5%	-10.4%	-13.8%
NS(=O)(=O)c1ccc2c(c1)oc(=O)c1cc(S(N)(=O)=O)ccc12	2.3%	-1.0%	0.0%	1.5%	-6.2%
COc1cccc(CN2C(=O)CCC2(C)C(=O)NC2CCCCCC2)c1 (stereo not given)	i	11.4%	11.7%	4.8%	-1.8%
O=C(O)/C=C/c1ccccc1[N+](=O)[O-]	0.1%	-2.2%	0.9%	-5.6%	-10.7%
COc1ccc(Br)cc1/C=C/C(=O)Nc1ccc2ccccc2c1	0.8%	3.0%	-5.4%	-6.9%	-12.8%	VEEV TC-83 Vero 10K pilot screen=2.3
CCOC(=O)c1ccc(NC(=O)CSc2nnc(CNc3ccc(C)cc3)n2C)cc1	i	28.4%	5.5%	1.8%	18.1%
O=C(C[n+]1ccccc1)N/N=C/c1ccc(Br)cc1	0.8%	6.5%	·	3.8%	22.4%
CCn1nc(C)c(CNC(=O)CCc2nnc(Cc3c[nH]c4ccccc34)o2)c1C	i	-1.6%	8.9%	-6.4%	27.7%
COc1nnc(-c2ccc(C)c(S(=O)(=O)NCCO)c2)c2ccccc12	8.5%	-7.2%	-4.1%	2.6%	-5.5%
CC1CCN(C(=O)CSc2ccc(-c3cccc([N+](=O)[O-])c3)nn2)CC1	10.3%	2.0%	8.1%	0.1%	27.9%
CC(C)(C)n1nnnc1C(c1cccs1)N1CCN(c2ccccc2)CC1 (stereo not given)	0.2%	-2.4%	-12.8%	-3.8%	28.9%
O=c1[nH][nH]c(=O)c2c1[nH]c(=S)n2Cc1ccccc1	0.7%	·	·	0.5%	·
COC(=O)c1ccccc1NC(=O)CSc1ccccc1	3.2%	-5.2%	-3.2%	3.8%	78.7%
Cc1ccc(C(=O)NCc2ccccc2)c(F)c1F	i	5.4%	-21.9%	-11.2%	79.8%
N#Cc1c(N2CCCCC2)nc(N)c2c(N)nc3c(c12)CC(CCl)O3 (stereo not given)	2.2%	7.9%	-15.5%	2.1%	-1.9%
CC/C(=N\NC(=O)c1ccccc1Cl)c1ccc(Br)s1	1.2%	4.3%	-3.8%	-4.3%	4.2%

Screening data deposited in PubChem BioAssay by Southern Research Specialized Biocontainment Screening Center.
